dFosB activator: activators of delta FosB homodimer, primary screen, biochemical, fluorescence polarization, TAMRA-CDK5 oligo, single point. purified delta FosB; percent of positive-control signal above neutral wells. activation, % at 25 µM. Protein FosB (Mus musculus), P13346. 340,000 tested, 0.99% active;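 active = mean activation above about 17%, with every replicate also reaching it, limit read from the data, passing the limit was not always enough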;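 also: fluorescence polarization rise as delta FosB binds a TAMRA Cdk5 AP-1 oligo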
Target sequence (P13346 whole entry, looked up): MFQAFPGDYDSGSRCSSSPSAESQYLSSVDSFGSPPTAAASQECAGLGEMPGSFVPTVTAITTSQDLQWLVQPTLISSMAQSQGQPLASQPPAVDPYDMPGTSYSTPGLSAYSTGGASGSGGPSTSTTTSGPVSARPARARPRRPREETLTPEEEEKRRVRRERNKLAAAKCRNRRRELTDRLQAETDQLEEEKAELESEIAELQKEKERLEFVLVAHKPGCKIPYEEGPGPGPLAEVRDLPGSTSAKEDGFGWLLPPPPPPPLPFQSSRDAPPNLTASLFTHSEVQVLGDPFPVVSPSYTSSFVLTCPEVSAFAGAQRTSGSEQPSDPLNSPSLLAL
Mot1-301 SUMO: yeast Mot1-301 growth rescue at high temperature, primary screen, SUMOylation pathway inhibitor project, S. cerevisiae, ATP luminescence, 38.5C; S. cerevisiae Mot1-301 growth rescue; percent above DMSO median, 100 means doubled; growth rescue, % at 18.8 µM; 320,000 tested, 1% active;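 active = every valid replicate shows activation above 250% relative to neutral control wells; inactive = the rest, any valid replicate at or below 250%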;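 also: OY570 slx delta 5 strain wells were the positive control but not used for scaling; some compounds called inactive have numbers as strong as hits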
CDK5 inh: inhibitors of human CDK5/p35 kinase, primary screen, biochemical, single concentration; Recombinant CDK5/p35, ADP-Glo luminescence, 60 min; AID 488839, 2010; inhibition, % at 10 µM; Cyclin-dependent kinase 5 (Homo sapiens) + Cyclin-dependent kinase 5 activator 1 (Homo …; 330,000 tested, 0.01% active;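 active = highest replicate inhibition of at least 50% and at least 75% of replicates reaching 50%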;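 also: plate controls were DMSO neutral control for no effect and GW8510 at 10 µM for full effect; many of its hits are not listed in these tables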
SR-BI DiI-HDL act: activators of SR-BI mediated DiI-HDL uptake, primary screen, ldlA[mSR-BI] CHO cells, DiI fluorescence; 320,000 tested, 0.096% active; activation, % at 12.5 µM; AID 504775, 2011; 3 h; 100 = double the neutral-control signal;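 active = mean replicate activation of at least 60% and every replicate at or above 60%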;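 also: 0% = median plate neutral-control signal and 100% = twice that signal; values of inactives mirror those of a sister screen read the other way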
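Test system: SR-BI-overexpressing, LDLR-lacking CHO cells; Also added: labelled HDL, 10 µg/mL; Measured by: bottom-read cell fluorescence after medium removal, ex 550/em 595 nm; Timing: 3 h uptake period with compound, 37 °C; Buffer or medium: F12, 0.5% BSA, 25 mM HEPES; Doses: single compound concentration, delivered by pin transfer.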
SR-BI HDL uptake: inhibitors of SR-BI mediated HDL lipid uptake, primary screen, ldlA[mSR-BI] cells, fluorescence, single point. ldlA[mSR-BI] CHO cells, DiI-HDL uptake fluorescence, 3 h. 320,000 tested, 0.96% active. inhibition, % at 12.5 µM. Scavenger receptor class B member 1 (Mus musculus), Q61009. AID 488896, 2010;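 active = mean replicate inhibition of at least 70% and a set share of replicates each scoring 70 or more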;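 also: 0% = median of neutral control wells and 100% = median of positive control wells; values of inactives mirror those of a sister screen read the other way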
MITF act: activators of MITF-driven TRPM1 promoter reporter, primary screen, cell-based, SK-MEL-5, luciferase, single point; AID 588334, 2011; SK-MEL-5 TRPM1-promoter luciferase, 24 h; % of positive control, neutral wells = 0; 300,000 tested, 0.75% active; activation, % at 12.5 µM;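 active = mean activation of at least 80% with every replicate also reaching 80%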;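 also: 0% = neutral control wells and 100% = parthenolide positive control wells; values of inactives mirror those of a sister screen read the other way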
PKA-R1A activ: activators of PKA-R1A holoenzyme, primary screen, biochemical, fluorescence polarization, Cy5-IP20, bovine R1A, mouse PKAc. 340,000 tested, 0.083% active. cAMP-dependent protein kinase type I-alpha regulatory subunit (Bos taurus) + …. AID 504707, 2011. PKA-R1A dissociation; scaled: DMSO 0%, 113 µM cGMP 100%. activation, % at 11.4 µM;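 active = percent activation above the mean of all tested compounds plus 3 SD, cut at about 19% in these data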;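 also: higher means more PKAc released from R1A so a rise in polarization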
PKA-R2B activ: activators of PKA-R2B holoenzyme, primary screen, biochemical, fluorescence polarization, Cy5-IP20, human. cAMP-dependent protein kinase catalytic subunit beta (Homo sapiens) + cAMP-dependent …. PKA-R2B holoenzyme dissociation; R2B truncated from residue 108, S112A mutant; 0% DMSO only, 100% 113 µM cGMP. activation, % at 11.4 µM. 340,000 tested, 0.079% active. AID 504700, 2011;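 active = activation above a cutoff set at the mean over all compounds plus 3 SD, cut at about 18% in these data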;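 also: higher means more holoenzyme dissociation and a rise in polarization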
Target sequence (P31323 whole entry, looked up, other chains not shown, the tested form may be a part): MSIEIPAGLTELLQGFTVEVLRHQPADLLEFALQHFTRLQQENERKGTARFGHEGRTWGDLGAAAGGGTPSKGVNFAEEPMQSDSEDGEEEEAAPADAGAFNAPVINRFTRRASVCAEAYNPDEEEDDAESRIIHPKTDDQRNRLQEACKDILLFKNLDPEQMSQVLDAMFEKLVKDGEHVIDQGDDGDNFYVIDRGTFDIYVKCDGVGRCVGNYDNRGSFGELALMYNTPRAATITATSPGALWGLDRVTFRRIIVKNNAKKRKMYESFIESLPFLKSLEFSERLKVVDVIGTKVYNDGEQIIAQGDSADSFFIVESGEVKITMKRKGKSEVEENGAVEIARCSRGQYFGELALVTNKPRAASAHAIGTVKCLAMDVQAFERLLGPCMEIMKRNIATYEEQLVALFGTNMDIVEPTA
Arrestin-AP2 inh: inhibitors of beta-arrestin/AP2 binding, primary screen, biochemical, GPCR trafficking, flow cytometry | beta-arrestin 1 C-terminal peptide binding to AP2 beta2-adaptin appendage (human) | inhibition, % at 10 µM | 340,000 tested, 0.31% active | FITC-arrestin peptide / GST-AP2 beads; AP2 beta2 appendage carries R879A mutation;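 active = inhibition above a set limit, near 3 SD of compounds lacking own fluorescence, cut at about 54% in these data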;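 also: plate controls were DMSO wells for no effect and 5 µM unlabelled arrestin peptide for full effect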
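System: GST-AP2 R879A glutathione beads; medium: PBS, Tween 20 0.05%, BSA 0.1%; reagent: fluorescein-tagged arrestin peptide at 50 nM final; schedule: pre-incubation 12 min, peptide binding 1 h, room temperature; detection: flow cytometry, FL1 (488/535 nm); read-out: inhibition as reduced fluorescein signal on beads, percent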
Pemphigus Ab inh: inhibitors of pemphigus antibody binding to DSG3, primary screen, biochemical, bead-based, flow cytometry, scFv-GFP; Desmoglein-3 (Homo sapiens), P32926; DSG3-coupled beads, scFv-anti-DSG3-GFP binding; stronger effect = lower value; binding (percent of control), % at 10 µM; 310,000 tested, 0.48% active; AID 588358, 2011;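 active = binding more than 3 SD below its plate's average and above zero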;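 also: hits lower antibody fragment binding to DSG3; some compounds called inactive have numbers as strong as hits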
NSD2 HMT inh: NSD2 histone methyltransferase inhibitors, primary screen, biochemical, AlphaScreen, single concentration, set 2; NSD2 peptide methylation, 120 min; 310,000 tested, 0.54% active; inhibition, % at 12.5 µM; in the data active = inhibition above about 50%
An asterisk follows results filed as active; . = not tested or not shown.

SMILES	dFosB activator	Mot1-301 SUMO	CDK5 inh	SR-BI DiI-HDL act	SR-BI HDL uptake	MITF act	PKA-R1A activ	PKA-R2B activ	Arrestin-AP2 inh	Pemphigus Ab inh	NSD2 HMT inh
CC1CCC2(CC1)C(Nc1cccc(Cl)c1)=NC(=S)N2CC#N (stereo not drawn)	-6	6	1.2	2	-2	9	-3	-1	-11	.	.
COc1ccc(/C=N/N(Cc2ccccc2)c2ccccc2)cc1O	-4	-17	-0.6	-24	24	-16	-1	-4	2	103	3
CCOc1ccc(/C=N/NC(=O)C2CCCC2)c(OCC)c1	-4	-10	0.2	-55	55	1	0	3	-4	.	1
CCCN(CC(=O)Nc1ccccc1C)C(=O)c1ccc(-c2ccc(C(C)=O)cc2)o1	-23	0	0.1	-24	24	-18	-3	-13	20	96	-1
Cc1ccc(C(=O)NNC(=S)NC(=O)COc2ccccc2)cc1	-11	-4	0.1	11	-11	-11	-2	-3	-8	125	0
CC(Oc1ccccc1)C(=O)Nc1ccc(S(=O)(=O)Nc2nccs2)cc1 (stereo not drawn)	-6	-7	-0.4	.	.	-10	-9	-2	28	.	33
CC(=O)c1ccc(S(=O)(=O)NC2CC(=O)N(c3ccc4c(c3)OCCO4)C2)cc1 (stereo not drawn)	-4	9	0.3	-1	1	-1	-3	-2	0	100	2
O=C(c1ccncc1)N1CCN(S(=O)(=O)c2ccccc2Br)CC1	0	-8	-1.1	10	-10	-15	-3	-3	11	100	4
CCN(Cc1ccc(O)cc1)CC1CCCN(CCc2cccc(F)c2)C1 (stereo not drawn)	-5	-5	1.9	36	-36	.	-8	1	-4	119	24
CCN1CCCC1CNC(=O)C1c2ccccc2C(=O)N(CCOC)C1c1ccc(F)cc1 (stereo not drawn)	-7	-9	-2.3	30	-30	-3	-4	14	1	107	7
CCN(CC)S(=O)(=O)c1cc(C(=O)n2cccn2)c(Cl)cc1Cl	0	0	-0.4	1	-1	-1	-6	-6	4	96	4
COc1ccc(CNC(=O)C(=O)NCC2OCCN2S(=O)(=O)c2ccc(F)cc2)cc1 (stereo not drawn)	1	8	-1.8	-2	2	-8	5	-4	-4	81	-2

9 of the compounds above, as a markdown table.
| smiles | dFosB activator | Mot1-301 SUMO | CDK5 inh | SR-BI DiI-HDL act | SR-BI HDL uptake | MITF act | PKA-R1A activ | PKA-R2B activ | Arrestin-AP2 inh | Pemphigus Ab inh | NSD2 HMT inh |
| --- | --- | --- | --- | --- | --- | --- | --- | --- | --- | --- | --- |
| COc1ccc(/C=N/N(Cc2ccccc2)c2ccccc2)cc1O | -4 | -17 | -0.6 | -24 | 24 | -16 | -1 | -4 | 2 | 103 | 3 |
| CCOc1ccc(/C=N/NC(=O)C2CCCC2)c(OCC)c1 | -4 | -10 | 0.2 | -55 | 55 | 1 | 0 | 3 | -4 | . | 1 |
| CCCN(CC(=O)Nc1ccccc1C)C(=O)c1ccc(-c2ccc(C(C)=O)cc2)o1 | -23 | 0 | 0.1 | -24 | 24 | -18 | -3 | -13 | 20 | 96 | -1 |
| Cc1ccc(C(=O)NNC(=S)NC(=O)COc2ccccc2)cc1 | -11 | -4 | 0.1 | 11 | -11 | -11 | -2 | -3 | -8 | 125 | 0 |
| CC(Oc1ccccc1)C(=O)Nc1ccc(S(=O)(=O)Nc2nccs2)cc1 (stereo not drawn) | -6 | -7 | -0.4 | . | . | -10 | -9 | -2 | 28 | . | 33 |
| CC(=O)c1ccc(S(=O)(=O)NC2CC(=O)N(c3ccc4c(c3)OCCO4)C2)cc1 (stereo not drawn) | -4 | 9 | 0.3 | -1 | 1 | -1 | -3 | -2 | 0 | 100 | 2 |
| O=C(c1ccncc1)N1CCN(S(=O)(=O)c2ccccc2Br)CC1 | 0 | -8 | -1.1 | 10 | -10 | -15 | -3 | -3 | 11 | 100 | 4 |
| CCN(Cc1ccc(O)cc1)CC1CCCN(CCc2cccc(F)c2)C1 (stereo not drawn) | -5 | -5 | 1.9 | 36 | -36 | . | -8 | 1 | -4 | 119 | 24 |
| CCN1CCCC1CNC(=O)C1c2ccccc2C(=O)N(CCOC)C1c1ccc(F)cc1 (stereo not drawn) | -7 | -9 | -2.3 | 30 | -30 | -3 | -4 | 14 | 1 | 107 | 7 |

Additional records:
SMILES	dFosB activator	Mot1-301 SUMO	CDK5 inh	SR-BI DiI-HDL act	SR-BI HDL uptake	MITF act	PKA-R1A activ	PKA-R2B activ	Arrestin-AP2 inh	Pemphigus Ab inh	NSD2 HMT inh
CN(CCCC1CCCC1)C(=O)c1cc(COc2ccc(F)c(F)c2)on1	-8	6	0.0	6	-6	2	-6	-4	1	104	-14
Cc1cc(S(=O)(=O)NCCCN2CCOCC2)c(C)cc1Cl	0	-14	-1.1	21	-21	-2	-7	4	17	117	1
CC(C)NCC(O)COC1C2CC3CC(C2)CC1C3 (stereo not drawn)	-1	84	-0.2	14	-14	2	1	1	9	104	1
COCCn1nnnc1C(c1cc2cc(OC)ccc2[nH]c1=O)N1CCC(Cc2ccccc2)CC1 (stereo not drawn)	-22	40	-3.3	-11	11	0	3	-1	4	117	0
CCCN(CCC)CCNC(=O)CCC(=O)Nc1ccc2nc(N3CCN(C)CC3)cc(C)c2c1	11	318	-1.1	.	.	21	2	-6	-4	92	6
CC(C)[C@H](NC(=O)c1ccccc1F)C(=O)OCC(=O)Nc1sccc1C(N)=O	-9	2	0.0	19	-19	-9	1	-4	-1	.	19
O=[N+]([O-])c1ccc(CN2CCN(c3ncccn3)CC2)cc1	8	123	-1.7	-9	9	0	0	3	10	104	2
N#C/C(=C\c1c(N2CCCCCC2)nc2ccccn2c1=O)C(N)=O	5	3	-0.6	9	-9	-4	-12	-5	-10	117	2
Cc1cc(F)ccc1S(=O)(=O)N1CCCCC1CCNC(=O)C(=O)NCCN1CCOCC1 (stereo not drawn)	-2	278	1.8	-17	17	10	-8	-5	15	113	-3
Cc1c(Cl)cccc1NC(=S)N1CCN(C(=O)c2ccco2)CC1	-6	-13	-1.3	12	-12	4	-2	-3	-2	104	0
CCCCn1c(N)c(N(CCOC)C(=O)CCNC(=O)c2ccc(Cl)cc2)c(=O)[nH]c1=O	1	224	-0.1	32	-32	7	-13	1	-1	100	-6
O=C(COC(=O)/C=C/c1ccccc1)NNC(=O)c1ccccc1F	-2	.	0.1	14	-14	2	0	-5	-2	101	0
CCOc1ccc(OCCCC(=O)NCCOc2ccccc2OC)cc1	1	7	-2.5	1	-1	-1	-4	-9	9	107	-2
CCCCn1c(=O)c(C(C)=O)c(O)c2ccccc21	-18	3	-1.5	9	-9	-15	-2	14	11	105	2
Cc1ccc(NC(=O)CN2CCCC2)cc1	7	12	-0.3	32	-32	-10	-6	-2	39	103	6
Cc1cc(NC(=O)COc2ccc(C(C)(C)C)cc2)no1	-5	.	-1.7	34	-34	48	2	-10	-7	97	-2
Cc1ccc(/C=C(\NC(=O)c2ccc(C)cc2)c2nc(=S)[nH][nH]2)cc1	-11	-5	-0.8	-8	8	1	-1	5	-2	125	10
CCCn1c(SCC(=O)N2CCN(S(=O)(=O)c3ccc(Cl)cc3)CC2)n[nH]c1=O	-1	-13	0.7	28	-28	1	-2	6	29	105	4
O=C(COc1ncnc2ccccc12)NC1CCS(=O)(=O)C1 (stereo not drawn)	-7	-2	1.9	19	-19	.	4	-2	5	97	-3
COc1cccc(N=CC=C2OC(C)(C)C(C)(C)O2)c1	-5	-15	0.6	-3	3	2	-18	1	0	99	6
O=C1CCCc2nc(N3CCN(C(c4ccccc4)c4ccccc4)CC3)ncc21	2	-8	-0.6	10	-10	-10	7	-2	1	101	9
O=c1cc(N2CCCCC2)c(-c2ccccc2)nn1Cc1ccc(Cl)cc1Cl	0	3	-0.9	-16	16	.	-8	-9	17	110	0
CN(CC(=O)Nc1ccc(S(=O)(=O)N2CCCC2)cc1)CC(=O)Nc1ccc(F)c(F)c1F	-5	-5	-1.3	-43	43	-1	-2	-3	-1	97	-4
COc1ccc(COc2ccsc2C(=O)Nc2ccc(Cl)c(Cl)c2)cc1	-1	7	0.9	-7	7	8	-7	8	2	96	0
CC(C)=CC1C(C(=O)Nc2ccc(S(=O)(=O)N3CCOCC3)cc2)C1(C)C (stereo not drawn)	-1	-2	-0.6	0	0	2	-13	-14	-6	97	-3
COc1cc(SC)ccc1C(=O)NCCCn1ccnc1	-4	13	1.0	2	-2	.	1	0	-2	118	-3
COc1ccc(-c2onc3ccc(C(=O)/C=C/N(C)C)cc23)cc1	-11	-1	1.7	-45	45	10	-3	0	32	91	-1
CCN(CC)C(=O)c1cn(CCC#N)nc1-c1ccc2c(c1)OCCO2	2	10	-4.1	15	-15	6	2	-6	2	98	0
O=C(CN1C(=O)c2cccc3cccc1c23)N1CCN(c2ccc(F)cc2)CC1	0	270	0.6	-19	19	.	-6	-10	3	46	-1
COc1ccc(Cc2nc(-c3ccc(-n4cccc4)cc3)no2)cc1OC	12	53	-0.8	-15	15	-2	-7	2	6	105	.
COc1cccc(C(=O)Cn2c(NCCO)nc3ccccc32)c1	5	-3	0.6	29	-29	1	-5	-3	10	107	2
CN(CC(=O)Nc1ccccc1Cl)C(=O)c1ccc(N2C(=O)CCC2=O)cc1	-2	.	1.6	-1	1	8	3	-3	-9	103	-1

Screening results as filed in PubChem.
